# DT40 TDP1 CPT: growth inhibition of DT40 Tdp1-/-;hTDP1 cells with camptothecin (screen for TDP1 inhibitors); chicken DT40 Tdp1-/-;hTDP1 cells + 20 nM CPT, ATP luminescence, 48 h; hit rate 12% among 420,000; Potency, µM (doses to about 46.2 µM), inactives show top-dose activity change, negative = growth inhibition, hits mostly inhibitors; note: nearly all actives have a fitted effect of over 55% in size
#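 Chicken DT40 Tdp1-/- cells stably complemented with human TDP1 were seeded at 400 cells/well in medium containing 20 nM camptothecin, exposed to pin-transferred compounds, and grown at 37 °C for at least 48 hr. Viability was read as ATP luminescence.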
# DT40 TDP1 no CPT: qHTS for Inhibitors of human tyrosyl-DNA phosphodiesterase 1 (TDP1): qHTS in cells in absence of CPT | Potency, µM (top dose mostly 46.2 µM), without a hit: at the highest dose activity change, negative = growth inhibition, most hits filed as inhibitors | AID 686978, 2013 | hit rate 15% among 420,000 | DT40 Tdp1-/- hTDP1 cells, no CPT, ATP luminescence, 48 h; note: nearly all actives have a fitted effect of over 55% in size
#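 Growth of hTDP1-complemented DT40 Tdp1-knockout cells is measured by ATP luminescence after at least 48 hr compound exposure at 37 °C, with DMSO substituting for the 20 nM CPT used in the parallel screen.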
# TDP1 block: inhibitors of human tyrosyl-DNA phosphodiesterase TDP1; Q9NUW8; recombinant TDP1, AlphaScreen DNA substrate cleavage; Potency, µM (highest dose often 130 µM), for the others: top-dose activity change, negative = inhibition, most hits filed as inhibitors; hit rate 0.28% among 350,000; AID 485290; note: nearly all actives have a fitted effect of over 40% in size
# Target sequence (Q9NUW8 whole entry, looked up): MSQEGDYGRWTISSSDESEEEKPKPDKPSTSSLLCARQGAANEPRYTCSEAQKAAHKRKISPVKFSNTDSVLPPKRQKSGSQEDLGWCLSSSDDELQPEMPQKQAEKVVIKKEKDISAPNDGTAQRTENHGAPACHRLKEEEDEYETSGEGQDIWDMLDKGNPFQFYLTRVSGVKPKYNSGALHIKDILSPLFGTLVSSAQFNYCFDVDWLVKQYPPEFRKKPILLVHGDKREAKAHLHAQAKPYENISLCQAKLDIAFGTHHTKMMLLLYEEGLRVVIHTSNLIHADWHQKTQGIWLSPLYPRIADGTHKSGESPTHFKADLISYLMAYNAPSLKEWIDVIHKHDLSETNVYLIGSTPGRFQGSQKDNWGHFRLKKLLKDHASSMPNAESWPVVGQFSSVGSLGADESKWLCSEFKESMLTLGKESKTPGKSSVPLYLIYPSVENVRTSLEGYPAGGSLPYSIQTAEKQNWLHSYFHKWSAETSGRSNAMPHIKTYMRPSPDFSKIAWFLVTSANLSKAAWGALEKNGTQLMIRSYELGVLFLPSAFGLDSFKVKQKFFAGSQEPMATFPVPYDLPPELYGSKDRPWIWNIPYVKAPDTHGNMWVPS
#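 Recombinant E. coli-expressed Tdp1 (1 nM) preincubated with compound 15 min at RT, then 5'-biotin/3'-phosphotyrosine-FITC DNA substrate (15 nM) added for 5 min. AlphaScreen beads (10 ug/ml) added, 10 min RT; tyrosine-FITC cleavage read as signal loss.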
# Starred values were filed as active, the others as inactive; ? = inconclusive; / = not tested or not shown; & = joins results of further samples; [ ] = another dose, or the depositor's remark. Calls come from the whole dose curve; as a rule, active = well fitted curve in the direction sought with a large enough effect; inconclusive = small, poorly fitted or top-dose-only effect, or another doubt; inactive = no such curve, though single readings can be large; an effect the other way counts as inactive or inconclusive. % is set by controls: 0 for no effect and ±100 for the full control effect; potency is the fitted concentration of half-maximal effect. Random draw from the library; about 18% have a hit in one of these screens.
[1] N#Cc1c(Cl)nc(N/N=C/c2ccccc2)c(Cl)c1Cl
[2] CCC(=Cc1ccc(CC)cn1)CC
[3] COc1ccccc1-c1nc(C#N)c(N2CCN(c3ccccc3)CC2)o1
[4] O=C(NCCN1CCOCC1)c1ccccc1-c1ccccc1
[5] CCOC(=O)C1(Cc2ccc(Cl)cc2)CCN(C(=O)C2CCCO2)CC1 (configuration not stated)
Compound	1	2	3	4	5
DT40 TDP1 CPT	9%	0%	?	?	1%
DT40 TDP1 no CPT	0%	-25%	?	-27%	?
TDP1 block	0%	0%	9%	5%	/

[6] Oc1ccc(/C=N/N2CCCCC2)cc1O
[7] Clc1nn2cnnc2c2ccccc12
[8] COc1cc(C(=O)N2CCN(C3=NS(=O)(=O)c4ccccc43)CC2)cc(OC)c1OC
[9] CC1CCN(C(=O)COC(=O)C23CC4CC(CC(O)(C4)C2)C3)CC1
[10] O=C(c1ccc(S(=O)(=O)N2CCCCC2)cc1)c1nnc(-c2ccc(Cl)cc2)o1
Compound	6	7	8	9	10
DT40 TDP1 CPT	?	22%	-21%	-10%	?
DT40 TDP1 no CPT	?	-14%	-23%	6%	-14%
TDP1 block	/	7%	/	0%	3%

[11] Fc1ccc(NC(=S)N/N=C/c2ccc(F)c(F)c2)c(F)c1
[12] Cn1ccnc1C(=O)c1cccc([N+](=O)[O-])c1
[13] CC(C(=O)Nc1ccccc1Br)c1ccc([N+](=O)[O-])cc1 (configuration not stated)
[14] CCOC(=O)[C@@H]1[C@H]2COc3cc(OC)ccc3[C@H]2N2C(=O)N(c3ccc(C(F)(F)F)cc3)C(=O)[C@@]12C
[15] Cc1ccc(C)c(S(=O)(=O)NCc2nc(N3CCCC3)c3cc(Cl)ccc3n2)c1
Compound	11	12	13	14	15
DT40 TDP1 CPT	-13%	-3%	-22%	?	?
DT40 TDP1 no CPT	0%	0%	-26%	?	?
TDP1 block	-2%	1%	0%	/	/

[16] CC(=O)Nc1ccc(S(=O)(=O)N2CCN(C(=O)C3COc4ccccc4O3)CC2)cc1 (configuration not stated)
[17] O=C(Cn1nnc(-c2ccc(OCc3ccccc3F)cc2)n1)N1CCOCC1
[18] COC(=O)[C@@]1(Cc2ccccc2)[C@H]2C(=O)N(Cc3ccccc3)C(=O)[C@H]2[C@H]2CN(C)C(=NCc3ccccc3)N21
[19] Cn1cc(CN2CCN(c3ccc(Cl)cn3)CC2)c(-c2ccccc2F)n1
[20] CCCCn1c(=N)c(C(=O)NC2CCCCC2)cc2c(=O)n3cccc(C)c3nc21
Compound	16	17	18	19	20
DT40 TDP1 CPT	-29%	-8%	-2%	?	6%
DT40 TDP1 no CPT	?	-29%	-1%	?	0%
TDP1 block	4%	6%	/	3%	4%

[21] Fc1cccc(Cl)c1CN1CCN(c2nc3ccccc3s2)CC1
[22] CC(NC(=O)Cn1ccc2cc(S(=O)(=O)N3CCCCCC3)ccc21)c1ccccc1 (configuration not stated)
[23] CCCCCN(C(=O)CCC(=O)OCc1ccccc1C)c1c(N)n(CCCC)c(=O)[nH]c1=O
[24] CC(C)(CNC(=O)Cc1ccc(NS(=O)(=O)c2cccc(C(F)(F)F)c2)cc1)N1CCOCC1
[25] CCc1ccc2ncc(C(=O)c3ccc(C)c(C)c3)c(N3CCC(C(N)=O)CC3)c2c1
Compound	21	22	23	24	25
DT40 TDP1 CPT	6%	?	-15%	2%	23µM*
DT40 TDP1 no CPT	-28%	18µM*	-28%	?	21µM*
TDP1 block	/	3%	2%	0%	5%

# From no. 1 up to 17, copied from above:
[1] N#Cc1c(Cl)nc(N/N=C/c2ccccc2)c(Cl)c1Cl
[2] CCC(=Cc1ccc(CC)cn1)CC
[3] COc1ccccc1-c1nc(C#N)c(N2CCN(c3ccccc3)CC2)o1
[4] O=C(NCCN1CCOCC1)c1ccccc1-c1ccccc1
[5] CCOC(=O)C1(Cc2ccc(Cl)cc2)CCN(C(=O)C2CCCO2)CC1 (configuration not stated)
[6] Oc1ccc(/C=N/N2CCCCC2)cc1O
[7] Clc1nn2cnnc2c2ccccc12
Compound	1	2	3	4	5	6	7
DT40 TDP1 CPT	9%	0%	?	?	1%	?	22%
DT40 TDP1 no CPT	0%	-25%	?	-27%	?	?	-14%
TDP1 block	0%	0%	9%	5%	/	/	7%

[8] COc1cc(C(=O)N2CCN(C3=NS(=O)(=O)c4ccccc43)CC2)cc(OC)c1OC
[9] CC1CCN(C(=O)COC(=O)C23CC4CC(CC(O)(C4)C2)C3)CC1
[10] O=C(c1ccc(S(=O)(=O)N2CCCCC2)cc1)c1nnc(-c2ccc(Cl)cc2)o1
[11] Fc1ccc(NC(=S)N/N=C/c2ccc(F)c(F)c2)c(F)c1
[12] Cn1ccnc1C(=O)c1cccc([N+](=O)[O-])c1
[13] CC(C(=O)Nc1ccccc1Br)c1ccc([N+](=O)[O-])cc1 (configuration not stated)
[14] CCOC(=O)[C@@H]1[C@H]2COc3cc(OC)ccc3[C@H]2N2C(=O)N(c3ccc(C(F)(F)F)cc3)C(=O)[C@@]12C
Compound	8	9	10	11	12	13	14
DT40 TDP1 CPT	-21%	-10%	?	-13%	-3%	-22%	?
DT40 TDP1 no CPT	-23%	6%	-14%	0%	0%	-26%	?
TDP1 block	/	0%	3%	-2%	1%	0%	/

[15] Cc1ccc(C)c(S(=O)(=O)NCc2nc(N3CCCC3)c3cc(Cl)ccc3n2)c1
[16] CC(=O)Nc1ccc(S(=O)(=O)N2CCN(C(=O)C3COc4ccccc4O3)CC2)cc1 (configuration not stated)
[17] O=C(Cn1nnc(-c2ccc(OCc3ccccc3F)cc2)n1)N1CCOCC1
Compound	15	16	17
DT40 TDP1 CPT	?	-29%	-8%
DT40 TDP1 no CPT	?	?	-29%
TDP1 block	/	4%	6%

# (more compounds)
[26] CCN(CC)C(=O)CCC(=O)Nc1ccc(C(=O)OC)cc1
[27] CCCS(=O)(=O)N1CCN(C(=O)COc2ccc(OC)cc2)CC1
[28] CN(C)c1ccc(C=Nc2ccccc2C(N)=O)cc1
[29] CC(OC(=O)C1CCCCC1)C(=O)Nc1cccc(Cl)c1 (configuration not stated)
[30] CCOc1ccc(CN(C)CC(=O)Nc2cccc(S(=O)(=O)N(C)c3ccccc3)c2)cc1
Compound	26	27	28	29	30
DT40 TDP1 CPT	-21%	-12%	?	-22%	?
DT40 TDP1 no CPT	1%	-13%	?	-6%	?
TDP1 block	0%	-4%	-12%	2%	-5%

[31] Cc1cc(CCNC=O)c(C)c2c1oc1ccccc12
[32] COc1ccccc1OCC(=O)OCn1c(SC)nnc(C)c1=O
[33] O=C(COC(=O)C12CC3CC(CC(O)(C3)C1)C2)NC(=O)NCc1ccco1
[34] CC1CCCCN1CCNC(=O)C1CCCN(S(=O)(=O)c2cccc3nsnc23)C1 (configuration not stated)
[35] Oc1oc(-c2ccco2)nc1C=Nc1ccccc1
Compound	31	32	33	34	35
DT40 TDP1 CPT	0%	4%	-5%	6%	-11%
DT40 TDP1 no CPT	-2%	-8%	6%	0%	-18%
TDP1 block	/	-4%	-4%	0%	7%

[36] C[n+]1cccc(/C=N/Nc2nc(Cl)c(C#N)c(Cl)c2Cl)c1
[37] CCCOC(=O)c1c(N)sc2c1CCC2
[38] O=C(CSc1ccc(S(=O)(=O)N2CCOCC2)cn1)Nc1ccc(F)c(F)c1
[39] CC(=O)Nc1nc(=S)n(-c2ccccc2)[nH]1
[40] Oc1cccc(C=NCc2ccccc2)c1O
Compound	36	37	38	39	40
DT40 TDP1 CPT	18%	-12%	16µM*	-3%	?
DT40 TDP1 no CPT	-9%	-20%	16µM*	-18%	?
TDP1 block	/	6%	1%[56.1 µM]	7%	?

[41] Nn1c(SCC(=O)NC2CCCCC2)nnc1-c1ccc(Cl)cc1
[42] Cc1nc(C)c(C(=O)C2=C(O)C(=O)N(CCN3CCOCC3)C2c2cccnc2)s1 (configuration not stated)
[43] Cc1cccc(CNC(=O)Cc2ccc(NC(=O)N3CCCCc4ccccc43)cc2)c1
[44] CCOC(=O)CN1C(=O)/C(=C2\SC(=S)N(NC(=O)c3cccnc3)C2=O)c2ccccc21
[45] COc1cc(C(=O)NCCc2cn3ccc(C)cc3n2)cc(OC)c1OC
Compound	41	42	43	44	45
DT40 TDP1 CPT	-23%	-19%	?	2%	?
DT40 TDP1 no CPT	-13%	2%	16µM*	-10%	?
TDP1 block	2%	3%	-1%	/	3%

[46] CCOC(=O)C1=CCN(S(=O)(=O)c2ccccc2Cl)C1c1cccc(F)c1 (configuration not stated)
[47] Fc1ccccc1N1CCN(C2CCN(Cc3c[nH]c4ccccc34)CC2)CC1
[48] Cc1ccccc1C(=O)Oc1cccc2c(O)cccc12
[49] COCCNC(=O)c1cccc(Nc2nc3ccccc3n3nnnc23)c1
[50] CCCCCCCCCCOC(=O)C[N+](C)(C)C/C=C(/C)Cl
Compound	46	47	48	49	50
DT40 TDP1 CPT	?	16µM*	?	-7%	8.2µM*
DT40 TDP1 no CPT	?	?	?	?	3.7µM*
TDP1 block	/	0%	7%	3%	0%

[51] COc1cccc(CNC(=O)C2CC(=O)N(c3ccc4c(c3)OCCO4)C2)c1 (configuration not stated)
[52] CCC1CC(/C(C)=N/NC(N)=O)OC1=O (configuration not stated)
[53] O=C(COC(=O)c1cccnc1Cl)NCc1ccc2c(c1)OCO2
[54] Cc1[nH]n(-c2ccccc2)c(=O)c1Sc1ccc(Cl)cc1
[55] O=C(NCN1CCc2ccccc2C1)c1ccccc1
Compound	51	52	53	54	55
DT40 TDP1 CPT	4%	4%	-4%	?	-19%
DT40 TDP1 no CPT	-7%	0%	-2%	?	11%
TDP1 block	0%	2%	3%	3%	0%

[56] COc1cccc(OC)c1C(=O)NC(=S)N1CCCCC1c1cccnc1 (configuration not stated)
[57] COc1cccc(CNn2cnnc2)c1OCc1ccccc1F
[58] COc1ccc(-n2c(N)c(C(=O)NCc3cccnc3)sc2=S)cc1
[59] CC(C)Cc1nnc(NC(=O)C2CCCN(C(=O)c3ccc(Cl)cc3)C2)s1 (configuration not stated)
[60] O=C(C#Cc1ccccc1)Nc1cccc(F)c1
Compound	56	57	58	59	60
DT40 TDP1 CPT	6%	-10%	-14%	?	4.1µM*
DT40 TDP1 no CPT	4%	-14%	-4%	?	5.8µM*
TDP1 block	/	7%	0%	/	-5%

[61] CC(C)(C)c1ccc(-n2ncc3c2CCCC3NC(=O)C2=NNC(=O)CC2)cc1 (configuration not stated)
[62] CCOc1cc(CNc2ccc(C(=O)O)cc2)ccc1OCc1ccccc1
[63] Cc1ccccc1NC(=O)OCc1cccnc1Sc1ccc(Cl)cc1
[64] O=C1C2CCC(C(O)C2)N1Cc1ccccc1 (configuration not stated)
[65] CCOC(=O)C1C(=O)CC(C)(O)C(C(=O)OCC)C1c1ccc([N+](=O)[O-])cc1 (configuration not stated)
Compound	61	62	63	64	65
DT40 TDP1 CPT	?	-29%	0%	7%	-18%
DT40 TDP1 no CPT	?	-22%	?	-2%	-5%
TDP1 block	3%[56.1 µM]	-5%	/	4%	/

[66] Cc1c(O)cc2c(c1O)C(=O)CC(c1ccc(O)cc1)O2 (configuration not stated)
[67] Cc1cc(NC(=O)/C(C#N)=C/c2ccc(-c3ccc(SC(F)F)cc3)o2)n(-c2ccccc2)n1
[68] CCN1CCc2c(sc(NC(=O)CN3C(=O)c4ccccc4C3=O)c2C(N)=O)C1
[69] CC1(C)OC(=O)CC1C(=O)NCc1ccccc1 (configuration not stated)
[70] O=C(COc1ccc(Cl)cc1)NCCNC(=O)c1ccccn1
Compound	66	67	68	69	70
DT40 TDP1 CPT	-6%	?	5%	-16%	-15%
DT40 TDP1 no CPT	-19%	18µM*	-1%	0%	-4%
TDP1 block	-8%	3%	5%	9%	2%[0.0935 µM]

[71] Cc1cc2c(C)nc(-c3ccccc3)nc2o1
[72] COc1ccc(CC(=O)Nc2cc(S(=O)(=O)N3CCOCC3)ccc2N2CCCC2)cc1OC
[73] O=C(O)CCC(NC(=O)c1cncc(O)c1)C(=O)O (configuration not stated)
[74] Cc1ccc(NC(=O)c2ccc([N+](=O)[O-])o2)c(C)c1
[75] CCN(CCN(C)C)C(=O)C1CCN(S(=O)(=O)c2c(C)noc2/C=C/c2ccccc2F)CC1
[76] Cc1nc2ccccc2n1CC(=O)NCCN1CCCC1
Compound	71	72	73	74	75	76
DT40 TDP1 CPT	1%	-14%	-2%	23µM*	2.9µM*	?
DT40 TDP1 no CPT	-1%	-21%	2%	?	4.6µM*	-7%
TDP1 block	-5%	2%	2%	8%	5%&3%	4%[56.1 µM]
